Compound activity deposited in PubChem by several laboratories.
CAL PDZ FP-1: CAL PDZ (human) peptide binding inhibition. inhibition, % at 24.9 µM. AID 602252. Q9HD26. purified CAL PDZ, TMR-peptide fluorescence polarization, 1 h. actives 0.92% (n = 300,000);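 active = mean inhibition of at least 30% with at least half of replicates also reaching 30%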;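 also: 0% = DMSO neutral control and 100% = excess unlabeled competitor peptide PRC23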
SR-BI uptake up: activators of SR-BI mediated HDL lipid uptake. actives 0.096% (n = 320,000). CHO ldlA[mSR-BI] cells, DiI-HDL uptake fluorescence, 3 h; 100 = double the neutral-control signal. activation, % at 12.5 µM;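 active = mean replicate activation of at least 60% and every replicate at or above 60%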;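 also: 0% = median plate neutral-control signal and 100% = twice that signal; values of inactives mirror those of a sister screen read the other way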
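Test system: SR-BI-overexpressing, LDLR-lacking CHO cells; Medium: Ham's F12 with 0.5% BSA, HEPES 25 mM, pH 7.4; Schedule: 3 h, 37 °C; Technique: bottom-read fluorescence, 550/595 nm.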
MITF TRPM1 HTS: increases MITF-driven TRPM1 promoter luciferase signal; activation, % at 12.5 µM; actives 0.75% (n = 300,000); SK-MEL-5 TRPM1-promoter luciferase, 24 h; % of positive control, neutral wells = 0;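 active = mean activation of at least 80% with every replicate also reaching 80%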;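 also: 0% = neutral control wells and 100% = parthenolide positive control wells; values of inactives mirror those of a sister screen read the other way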
Wnt bcat act: activates Wnt/beta-catenin signaling in a reporter cell assay. activator, plate reader. activation, % at 9.35 µM. actives 1.2% (n = 300,000). AID 743398; in the data active = activation above about 30%, passing the limit was not always enough;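 also: 0% = neutral control wells and 100% = positive control wells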
AddAB inh: less growth of phage-infected E. coli with AddAB; actives 0.29% (n = 330,000); E. coli expressing H. pylori AddAB, absorbance growth; inhibition, % at 11.9 µM; AID 435030; in the data active = inhibition above about 12%;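 also: 0% = vehicle wells of infected cells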
SR-BI DiI inh: blocks mouse SR-BI lipid uptake from DiI-HDL. Q61009. AID 488896. inhibition, % at 12.5 µM. ldlA[mSR-BI] CHO cells, DiI-HDL uptake fluorescence, 3 h. actives 0.96% (n = 320,000);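 active = mean replicate inhibition of at least 70% and a set share of replicates each scoring 70 or more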;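 also: 0% = median of neutral control wells and 100% = median of positive control wells; values of inactives mirror those of a sister screen read the other way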
Target sequence (Q61009 whole entry, looked up): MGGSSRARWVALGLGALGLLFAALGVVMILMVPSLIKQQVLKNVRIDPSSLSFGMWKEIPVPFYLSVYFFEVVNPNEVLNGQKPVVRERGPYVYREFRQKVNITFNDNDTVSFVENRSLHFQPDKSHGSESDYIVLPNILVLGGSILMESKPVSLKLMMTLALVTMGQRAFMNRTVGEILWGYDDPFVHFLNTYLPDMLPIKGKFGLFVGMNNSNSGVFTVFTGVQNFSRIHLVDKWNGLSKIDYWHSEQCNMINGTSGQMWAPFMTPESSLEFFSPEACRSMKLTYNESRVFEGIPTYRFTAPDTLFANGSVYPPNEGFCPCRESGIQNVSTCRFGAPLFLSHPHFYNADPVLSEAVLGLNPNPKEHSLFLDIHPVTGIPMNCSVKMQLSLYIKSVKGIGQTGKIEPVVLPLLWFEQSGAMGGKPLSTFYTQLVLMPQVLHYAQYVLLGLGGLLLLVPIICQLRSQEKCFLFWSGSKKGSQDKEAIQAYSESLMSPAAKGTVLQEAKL
CAL PDZ FP-2: blocks peptide binding to human CAL PDZ domain; purified CAL PDZ, TMR-peptide fluorescence polarization, 1 h; inhibition, % at 20 µM; actives 0.02% (n = 330,000); AID 504414;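 active = highest replicate inhibition of at least 40%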;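 also: plate controls were DMSO neutral control wells for no effect and unlabeled competitor peptide control wells for full effect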
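material = purified tagged CAL PDZ domain construct (CerCALP) | buffer or medium = sodium phosphate/NaCl buffer pH 7.4 with TCEP, IgG, Thesit | reagent = TMR-labelled reporter peptide T*-PRC34 bound in PDZ groove | incubation = 1 h room-temperature incubation prior to read | measured by = fluorescence polarization (mP) | evaluation = percent inhibition from loss of millipolarization | control set = unlabelled peptide and DMSO controls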
phage Ecoli inh: E. coli growth loss with phage present; growth absorbance; inhibition, % at 11.9 µM; actives 0.26% (n = 360,000); AID 651602; in the data active = inhibition above about 11%
Ecoli viability: reduces bacterial viability in AddAB counter-screen. E. coli V3065 growth, OD600 absorbance, 18 h. inhibition, % at 11.9 µM. actives 0.27% (n = 330,000);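 active = inhibition above the campaign's mean inhibition across all tested compounds plus 3 SD, cut at about 9.9% in these data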;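 also: uninfected addAB+ strain grown without phage in ampicillin broth; 0% = DMSO wells and 100% = ciprofloxacin 0.95 µg/ml wells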
Tat transport: E. coli Tat transport inhibition | E. coli MC4100 TorA-mCherry Tat export, fluorescence | inhibition, % at 10 µM | actives 0.036% (n = 340,000) | AID 488895;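 active = mean replicate inhibition at least 50% and at least half of replicates individually reaching 50%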;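 also: exported cargo escapes ClpAP degradation while cytoplasmic cargo is degraded and loses fluorescence; 0% = median of neutral control wells and 100% = median of NaSCN control wells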
* = called active by the depositor; . = no result given; & = joins results of further samples. This is a random part of the collection; about 3.6% have a hit in one of these screens.

SMILES | CAL PDZ FP-1 | SR-BI uptake up | MITF TRPM1 HTS | Wnt bcat act | AddAB inh | SR-BI DiI inh | CAL PDZ FP-2 | phage Ecoli inh | Ecoli viability | Tat transport
C/C(=N\NC(=O)Cc1c(C)[nH][nH]c1=O)c1cccc(Br)c1 | -2 | . | 4 | 0 | -1.0 | . | -2.3 | 2.1 | -2.3 | 6
CCOc1cccc2sc(N(CCN(C)C)C(=O)c3cc4ccccc4cc3OC)nc12 | 2 | -32 | -6 | -8 | 1.7 | 32 | -4.4 | 2.2 | 0.9 | 8
Cc1c(CCO)c(=O)[nH]n1C(=O)c1c(F)cccc1F | -1 | 28 | -17 | 1 | 3.7 | -28 | -1.0 | 1.6 | -1.3 | 17
Cc1ccc(C(O)CN2C3=NCCN3c3ccccc32)cc1 (centres undefined) | -2 | -6 | 4 | . | 5.2 | 6 | -0.7 | 3.3 | 0.1 | 0
O=C(NNC(=O)c1ccc[nH]1)Nc1cccc(C(F)(F)F)c1 | 71* | -8 | -11 | -1 | 0.9 | 8 | -0.7 | 4.3 | -0.5 | -6
CCOC(=O)C1=CNS(=O)(=O)NC1c1ccccc1 (centres undefined) | -3 | 18 | -10 | 1 | -1.2 | -18 | 0.9 | 2.5 | 0.9 | -3
Cc1ccc(NC(=O)COc2ccccc2)cc1S(=O)(=O)N1CCCCCC1 | -2 | -26 | -11 | -4 | 0.9 | 26 | -2.8 | 0.5 | 3.2 | 16
COc1ccc(-c2cc(C(=O)Nc3sc4c(c3C#N)CCCC4)c3ccccc3n2)cc1OC | -1 | -85 | -7 | -2 | 3.0 | 85* | -1.2 | 1.3 | -1.4 | 2
Cc1ccc(-c2nnn(CC(=O)N(CC(=O)NC3CCCCC3)c3cnc4ccccc4c3)n2)o1 | . | 34 | 2 | . | 2.2 | -34 | -2.5 | 0.4 | 3.0 | -4
O=C(Nn1cnnc1)C1Cc2ccccc2CN1S(=O)(=O)c1ccc(F)cc1 (centres undefined) | . | 1 | 8 | . | -0.4 | -1 | -1.0 | -2.4 | -1.6 | -9
CS(=O)(=O)Cc1ccc(C(=O)NC2CCSc3ccccc32)cc1 (centres undefined) | -2 | . | 8 | 2 | 4.0 | . | -1.3 | 1.0 | -0.4 | 2
Fc1ccc(COc2ccccc2CNCc2ccncc2)cc1 | 11 | -2 | -4 | -1 | 0.1 | 2 | -1.0 | 2.8 | -1.8 | -5
CCNC(=S)N1CCC(C(N)=O)CC1 | -4 | . | 1 | 0 | -1.8 | . | -1.6 | 1.1 | 1.0 | -5
COc1ccccc1N1CCN(C2CCN(S(=O)(=O)c3ccc4ccccc4c3)CC2)CC1 | -3 | 0 | . | . | 3.3 | 0 | -0.6 | 2.5 | -2.8 | 11
Cc1ccc(CS/C(Nc2ccccc2C)=C(\C#N)C(=O)NCc2ccco2)c(C)c1 | 1 | -17 | 4 | . | -0.3 | 17 | -0.1 | -0.8 | 1.6 | -5
CCCCNC(C(=O)Nc1cccc(S(=O)(=O)N2CCOCC2)c1)c1ccccc1 (centres undefined) | -5 | 14 | -13 | -1 | -2.0 | -14 | -2.4 | -1.6 | 0.2 | 2
C/C(CC(=O)Nc1ccccn1)=N\NC(=O)c1ccc(C)cc1 | 0 | 1 | 12 | 25 | 1.1 | -1 | 0.3 | 2.1 | -2.7 | -9
Fc1cc2nc(-c3ccncc3)[nH]c2cc1F | 0 | 17 | 14 | . | 1.9 | -17 | -4.0 | 4.2 | 3.3 | -7
COc1ccc(C(=O)NC(=O)CSc2n[nH]c(N)n2)cc1 | -5 | 56 | 12 | -4 | -1.6 | -56 | 0.2 | -0.1 | 2.2 | 24
CN(C(=O)c1cccc([N+](=O)[O-])c1)c1ccccc1C(=O)NCc1ccccc1 | -4 | -6 | -8 | -1 | -0.3 | 6 | -1.7 | 4.2 | 0.7 | -2
Cc1ccc(C)c(NC(=O)NCc2ccccn2)c1 | -2 | 11 | 8 | 0 | 3.9 | -11 | -1.1 | 1.7 | 2.0 | 15
CCS(=O)(=O)CCSc1nc2c(cc1C#N)CCCC2 | 6 | 8 | 25 | 7 | 2.5 | -8 | -0.8 | 0.8 | 0.4 | 5
Cc1cccc(-n2c(=O)[nH]c3c(C(N)=O)nc(-c4ccccc4Cl)nc32)c1 | -1 | 8 | 11 | -2 | 0.4 | -8 | -0.6 | -1.9 | -0.8 | -7
O=c1nc2onnc2c(C=NO)[nH]1 | -3 | -1 | -6 | 0 | . | 1 | 0.6 | 2.5 | . | -4
Cn1c(C(=O)O)cc2cc(F)ccc21 | -2 | 19 | . | . | 0.0 | -19 | 0.4 | 0.4 | 0.3 | -4
O=c1[nH]c(SCc2ccccc2)nc2c1sc1ccccc12 | 2 | 8 | 2 | 0 | 1.2 | -8 | -0.4 | 4.8 | -0.4 | -5
Cc1ccc(S(=O)(=O)N2CCN(C(=O)COC(=O)CNC(=O)c3ccc(Cl)cc3Cl)CC2)cc1 | 0 | 22 | 6 | 0 | 0.5 | -22 | -2.2 | -4.1 | -0.6 | 6
CCOC(=O)C1=C(COC(=O)CCCOc2ccccc2)NC(=O)NC1C (centres undefined) | 1 | 1 | -4 | -2 | . | -1 | -1.2 | 1.2 | . | 4
O=C(CN1CCN(C(c2ccccc2)c2ccccc2)CC1)N1CCN(c2ccccc2)CC1 | . | -13 | . | 1 | 2.9 | 13 | -0.2 | -0.2 | -2.0 | 4
C#CCNC(=O)C(C)c1ncc(C(F)(F)F)cc1Cl (centres undefined) | 7 | 9 | -3 | 0 | -0.2 | -9 | -0.1 | 1.3 | -0.7 | -2
N/C(=N\OC(=O)C(c1ccccc1)c1ccccc1)c1ccccn1 | -6 | 9 | 5 | . | -3.9 | -9 | -0.8 | 0.9 | -3.6 | 9
Cc1ccc(C)c(NC(=S)NC2CC3CCCC(C2)N3CC(C)C)c1 (centres undefined) | -4 | 20 | 8 | . | -0.7 | -20 | -0.4 | 3.5 | -0.2 | 1
CCOc1ccccc1-c1nc(-c2ccc(C)nc2OC)no1 | -1 | -35 | . | 51* | 0.3 | 35 | -3.2 | 1.6 | -0.9 | 8
Cc1cc(F)ccc1NC(=O)Cn1c(C)csc1=O | -1 | -2 | -5 | 0 | 1.6 | 2 | 0.7 | 1.6 | -0.3 | -15
COc1cc2c(cc1OC)C1=NC(=O)CN1C(SCc1ccccc1C)=N2 | -6 | -20 | . | -22 | 3.9 | 20 | -13 | 2.1 | -0.2 | 5
Cc1cc(NC(=O)CSc2nc3[nH]c(=O)cc(O)c3s2)ccc1Br | -5 | 7 | -11 | -1 | . | -7 | -2.8 | 1.2 | . | 1
Cc1ccc(S(=O)(=O)N2CCC(=O)N(CCOC(=O)Nc3ccccc3C)CC2)cc1 | -3 | 39 | 8 | -1 | 1.3 | -39 | -0.6 | 2.4 | 1.2 | 3
Cc1ccc(NC(=S)N2CCN(C(=O)C3CCCO3)CC2)cc1 (centres undefined) | 2 | -18 | 6 | . | -1.3 | 18 | -1.7 | 1.9 | -0.3 | 2
CC1CCN(c2nc(/C=C/c3ccccc3)nc3ccccc23)CC1 | -3 | -69 | -13 | 2 | 2.6 | 69 | -0.5 | 3.4 | -3.0 | 12
CN(C)CCC(c1ccccc1)c1ccccn1 (centres undefined) | 4&0&2 | 8&11&22 | 11&15&12 | -2&-4&-3 | -1.3&-0.5 | -8&-11&-10 | -0.5&0.8&-0.4 | 3.0&2.4&3.6 | -0.7&1.6 | -6&-12&5
CN(C)S(=O)(=O)c1ccc(Cl)c(C(=O)NNC(=O)Cc2nc3ccccc3n2C)c1 | -1 | 1 | -12 | -3 | -0.6 | -1 | 0.0 | 2.7 | -1.1 | 0
O=C(c1cc(-c2ccc(Cl)s2)nc2ccccc12)N1CCCC1 | -1 | -43 | -12 | -1 | 0.3 | 43 | -2.0 | -0.8 | 0.0 | 5
Cc1nn(C)cc1CN1CCC(CO)(CCOc2ccccc2)CC1 | 1 | . | 13 | -1 | 0.5 | . | -2.1 | 1.1 | 1.4 | 13
COc1ccc(C(=O)Nc2ccnn2C2CCN(C(C)CSC)CC2)cc1 (centres undefined) | -5 | -1 | 12 | 0 | 1.1 | 1 | -1.1 | 3.0 | -1.8 | 2
CCOc1ccc(Br)cc1S(=O)(=O)NC1CC(C)(C)NC(C)(C)C1 | -1 | 2 | 10 | -1 | . | -2 | 0.4 | -0.8 | . | -5
Cc1ccc(S(=O)(=O)n2nc(-n3c(C)ccc3C)c3c(F)cccc32)c2ccccc12 | . | . | . | -3 | 1.5 | . | . | -0.1 | -0.3 | .
CCCC(=O)NCCCc1nc2ccccc2[nH]1 | -2 | 41 | -3 | -1 | -5.1 | -41 | -0.3 | 1.2 | -0.9 | 12
COc1cc(Cl)ccc1OCc1cc(C(=O)N(C)C2CC(C)(C)NC(C)(C)C2)no1 | 2 | 8 | 0 | -1 | 0.5 | -8 | -2.0 | 1.0 | 0.7 | -6
Cc1ccc(NC(=O)CSCC(=O)Nc2nnc(C3CC3)s2)cc1 | -3 | 1 | 2 | -2 | 0.3 | -1 | -2.0 | -3.5 | -0.6 | 3
CC(=O)Nc1ccc(S(=O)(=O)NCCc2cc3c(C)ccc(C)c3[nH]c2=O)cc1 | . | 8 | 8 | -3 | 2.6 | -8 | 0.4 | 2.7 | 0.3 | 3
COc1ccc(NC(=O)C2CCCN(S(=O)(=O)c3ccc4[nH]c(=O)ccc4c3)C2)cc1OC (centres undefined) | -3 | -31 | -5 | -2 | 0.6 | 31 | -2.0 | 2.2 | -0.1 | -8
O=C(NCCC1=CCCCC1)C1CCN(S(=O)(=O)c2ccccc2)CC1 | -2 | -6 | 0 | 0 | -2.2 | 6 | -0.2 | 3.5 | -2.6 | -2
COc1ccccc1-c1nn(-c2ccccc2)cc1C(=O)N1CCc2ccccc2C1 | 4 | -17 | . | -2 | -0.6 | 17 | -0.3 | 1.0 | -0.5 | 15
COC(=O)c1ccc(COc2ccc(/C=C/C(=O)c3ccc(OC)c(CSCC(=O)O)c3)cc2OC)cc1 | -5 | -43 | -9 | 0 | 2.3 | 43 | -8.4 | 0.8 | 2.6 | 5
Cc1sc2ncn(CC(=O)NC3CCCCC3)c(=O)c2c1C | 6 | 21 | -3 | -2 | 1.9 | -21 | 1.4 | 1.3 | 0.3 | -1
CCn1c(C)nnc1SCC(=O)Nc1ccccc1Cl | . | 16 | -11 | 0 | 2.1 | -16 | -1.2 | 2.8 | 0.5 | -9
CC1CN(c2ccccc2)CCN1C(=O)c1cc(COc2c(F)cccc2F)on1 (centres undefined) | -1 | -10 | 10 | -1 | 2.9 | 10 | -2.0 | 1.7 | -0.8 | 8
